Assay outcomes (PubChem)
mcGAS inh = mouse cGAS inhibition by luminescence; Q8C6L5; recombinant cGAS, Kinase-Glo ATP depletion luminescence; inhibition, % at 12.5 µM; 0.15% of 160,000 active;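 further: 0% = negative control wells and 100% = reference inhibitor with no enzyme activity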
NPYLR7 agonist = mosquito NPYLR7 agonism; activation, % at 10 µM; AID 1259423; 0.15% of 270,000 active; HEK293T NPYLR7/Galpha15, GCaMP6s calcium fluorescence; in the data active means activation above about 40%;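 further: 0% = vehicle and 100% = reference agonist at the receptor; some compounds past the cut are filed as inactive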
hcGAS lum = blocks human cGAS activity. inhibition, % at 12.5 µM. Q8N884. recombinant h-cGAS, ATP depletion, Kinase-Glo luminescence. 0.081% of 290,000 active;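 further: 0% = vehicle reaction and 100% = reaction without DNA for no activity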
Target sequence (Q8N884 whole entry, looked up): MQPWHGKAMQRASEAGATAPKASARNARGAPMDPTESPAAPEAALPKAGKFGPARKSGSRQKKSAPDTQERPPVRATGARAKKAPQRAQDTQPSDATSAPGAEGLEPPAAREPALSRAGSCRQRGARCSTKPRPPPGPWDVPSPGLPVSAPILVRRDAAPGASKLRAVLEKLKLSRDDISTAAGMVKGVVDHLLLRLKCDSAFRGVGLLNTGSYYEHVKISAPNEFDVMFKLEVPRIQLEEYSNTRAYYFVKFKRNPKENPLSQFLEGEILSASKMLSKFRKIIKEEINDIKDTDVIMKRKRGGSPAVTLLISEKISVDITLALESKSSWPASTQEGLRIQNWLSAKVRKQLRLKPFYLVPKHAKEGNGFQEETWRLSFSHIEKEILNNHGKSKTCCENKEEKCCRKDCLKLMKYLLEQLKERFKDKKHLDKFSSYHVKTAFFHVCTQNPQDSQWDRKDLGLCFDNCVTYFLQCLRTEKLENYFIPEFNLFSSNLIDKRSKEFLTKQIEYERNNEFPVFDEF
Starred values were filed as active, the others as inactive; / = not tested or not shown; & = joins results of further samples. Unless noted, no stated cut-off is given here; in the data, active means inhibition above about 40%; inactive means the rest.

The first 2 entries, ahead of the listing:
The line under a structure holds: mcGAS inh | NPYLR7 agonist | hcGAS lum
COc1ccc(-c2c(NC(=O)C3CCCCC3)oc3ccccc3c2=O)cc1OC
    / | -3 | 5
CCCCC(=O)NCCc1cc2cc(C)c(C)cc2[nH]c1=O
    -7 | 0 | -7

All compounds of this part (from the top)
The line under a structure holds: mcGAS inh | NPYLR7 agonist | hcGAS lum
COc1ccc(-c2c(NC(=O)C3CCCCC3)oc3ccccc3c2=O)cc1OC
    / | -3 | 5
CCCCC(=O)NCCc1cc2cc(C)c(C)cc2[nH]c1=O
    -7 | 0 | -7
COCCN(CC(=O)N(CCc1c[nH]c2ccccc12)Cc1ccc(C(F)(F)F)cc1)C(=O)Nc1ccc(C)c(Cl)c1
    -6 | 15 | -11
Cc1ccsc1CN(Cc1nnc(-c2ccc(C)n2C)o1)C1CC1
    -12 | 1 | -7
COc1ccc(NC(=O)CCN(CCc2ccccc2)c2nc(C3CC3)nc3ccccc23)cc1
    -5 | -2 | -2
O=C(NC1c2ccccc2CC1O)C1CC1c1ccco1 (stereo not given)
    / | 0 | 4
Cn1cc(CNC(=O)c2cccc(OC3CCN(C(=O)C4CC4)CC3)c2)cn1
    / | 9 | -2
Clc1ccc(C2CCSCC2)cc1
    / | -6 | 0
CC1(C(=O)Nc2cccc3ncccc23)CCN1C(=O)C1(c2ccccc2)CCCC1 (stereo not given)
    -5 | 16 | -6
COc1ccc(S(=O)(=O)Oc2ccc(CN(CC3CCCO3)C(=O)C3CCC3)cc2)cc1 (stereo not given)
    -6 | 12 | -9
Cc1cccc2oc(=O)n(C3CCN(C(=O)c4cccc(Cl)c4Cl)CC3)c12
    -8 | 34 | -3
O=[N+]([O-])c1ccc2sc(C=Cc3ccsc3)nc2c1
    / | 10 | -11
Cc1cc(=O)n2nc(N(CC(C)C)C3CC3)sc2n1
    / | -3 | -14
Fc1ccc(C2=Nc3nnnn3C(c3ccccc3)C2)cc1 (stereo not given)
    / | 1 | -12
Cc1ccc(C(O)=C2C(=O)C(=O)N(CCN3CCOCC3)C2c2cccc(Br)c2)cc1 (stereo not given)
    -2 | -1 | 4
CC(=O)Nc1ccccc1C(=O)N1CCN(c2ccccc2)CC1
    -7 | -12 | -6
CC(C)C(C)N(Cc1cc(NC(=O)c2ccccc2Cl)ccc1N(C)C)C(=O)c1ccc(F)cc1 (stereo not given)
    -6 | 8 | -2
Cn1c(=O)c2c(nc(NCC3CCCO3)n2C)n(C)c1=O (stereo not given)
    / | 7 | -5
CCc1cc(CN(C)c2ncc(F)c(N3CCOCC3)n2)on1
    -10 | / | -8
Cn1c(=O)[nH]c(=O)c2c1n1c(-c3ccc(F)cc3)nnc1n2C
    / | 7 | 0
CCn1c(=O)c(C(=O)Nc2nccs2)c(O)c2ccccc21
    -9 | -1 | -1
O=C(NCC1CCCN(C(=O)C2CCOCC2)C1)c1ccc(F)cc1 (stereo not given)
    / | 11 | -9
CCOc1cc(C(=O)Nc2nc(C)cs2)cc(Br)c1OC
    / | 2 | 10
Cc1cc(C)cc(NC(=O)c2nccnc2-c2nc3ccccc3s2)c1
    / | 0 | -4
CCCN1CC(NC(=O)c2cc3ccccc3s2)CC1=O (stereo not given)
    / | 16 | -4
O=C(NCc1ccncc1)c1cc(=O)c(OCc2ccccc2)c[nH]1
    / | -3 | 4
CC(C)CC(=O)Nc1ccc2[nH]cc(CCN3CCN(c4cccc(C(F)(F)F)c4)CC3)c2c1
    -9 | 4 | -10
O=C(NCCCCCCOC1=NS(=O)(=O)c2ccccc21)C(=O)Nc1ccccc1
    -6 | -15 | -4
O=C(Nc1ccc(N2CCCC2)c(C(=O)NCc2ccccc2)c1)c1ccc(Cl)c(Cl)c1
    -8 | 6 | -5
Cc1ccc(CNS(=O)(=O)c2cn(C)c(=O)n(C)c2=O)cc1
    -5 | 0 | -5
Cc1cc(-c2nc3ncccc3o2)ccc1NC(=O)c1ccco1
    -4 | 3 | -2
CCCC(=O)N1CCN(c2ccc(Nc3ccccc3)nn2)CC1
    -6 | -2 | -3
CC(=O)N(CC(=O)Oc1ccccc1[N+](=O)[O-])c1ccccc1
    / | 0 | -1
Cc1ccc(S(=O)(=O)Nc2ccc(C3SCC(=O)N3c3ccccc3C(C)C)cc2)cc1 (stereo not given)
    -3 | 12 | -4
CC(C)(C)c1ccc(CC(=O)N2CCC2(C)C(=O)NS(=O)(=O)c2ccc(C#N)cc2)cc1 (stereo not given)
    / | 5 | -5
Cc1ccccc1-c1cc(O)c2c(c1)CN(C(=O)c1ccco1)CCO2
    / | -1 | -3
CC(c1nc(N)nc(Nc2ccccc2)n1)N1CCCC(c2ccnn2C)C1 (stereo not given)
    / | 12 | -6
C=CCn1c(=O)c2c(nc3n2CCCN3c2cccc(C)c2C)n(C)c1=O
    / | 8 | -10
CCCc1nnc(-c2cc3ccccc3n2CC(=O)Nc2cccc(C)c2)o1
    -9 | 7 | -4
CN1C[C@@H]2CC[C@H](CC1=O)N2C(=O)c1cn[nH]c1C1CCCCC1
    -6 | / | -9

Part of the list above, limited to hcGAS lum and mcGAS inh:
molecule,hcGAS lum,mcGAS inh
Cc1ccccc1-c1cc(O)c2c(c1)CN(C(=O)c1ccco1)CCO2,-3,/
CCCc1nnc(-c2cc3ccccc3n2CC(=O)Nc2cccc(C)c2)o1,-4,-9
Cc1cc(-c2nc3ncccc3o2)ccc1NC(=O)c1ccco1,-2,-4
CCOc1cc(C(=O)Nc2nc(C)cs2)cc(Br)c1OC,10,/

(more compounds)
The line under a structure holds: mcGAS inh | NPYLR7 agonist | hcGAS lum
Cn1c(=O)c2c(SC3CCCC3)nc(-c3ccc(F)cc3)nc2n(C)c1=O
    / | 6 | 2
C=CCN1N=C(C(C)(C)C)Cn2c1nc1c2c(=O)n(CC=C)c(=O)n1C
    -6 | 4 | -5
COCCCNC(=O)CC#N
    -4 | 3 | -7
Cc1nnc(Sc2nc(CN3CCOCC3)nc3scc(-c4cccs4)c23)n1C
    -4 | 4 | -2
CCOC(=O)C1CCN(C(c2ccc(SC)cc2)c2c(O)cc(C)n(CC)c2=O)CC1 (stereo not given)
    / | 8 | -3
COCCN(Cc1cccc(OS(=O)(=O)c2cccc(C(F)(F)F)c2)c1)C(=O)c1cccc([N+](=O)[O-])c1
    0 | 3 | 5
Cn1nc(NC(=O)c2c[nH]c3ccccc23)c2c1NC(=O)CC2c1cccs1 (stereo not given)
    -8 | -14 | -1
O=C(CCc1ccccc1)n1nc(-c2ccccc2)nc1NCc1ccccc1
    / | 13 | -2
Cc1nn(-c2ccccc2)c(COC(=O)C2CCC(=O)NC2)c1C#N (stereo not given)
    / | 4 | -11
O=c1c2ccccc2nc(/C=C/c2cc(Br)ccc2O)n1CCCO
    / | 12 | -3
CC(C)c1ncc(Cl)c(C(=O)Nc2nn(C(C)C)cc2C#N)n1
    / | 7 | -6
CCc1cccc2c(C(CC(=O)NCCN3CCCCC3)c3ccc(OC)c(OC)c3)c[nH]c12 (stereo not given)
    -11 | / | -13
CC(=O)c1ccc(F)cc1-c1cccc(C(C)N(C)C)c1 (stereo not given)
    -12 | 5 | -4
Cc1nc2scc(C)n2c(=O)c1NC(=O)CCC1CCCCC1
    -8 | 14 | -8
CCN(CC)C(=O)c1cccnc1
    / | -7 | -3
O=C(NCC1CCOC1)N1CCCC1c1nc2ccccc2s1 (stereo not given)
    / | 0 | 1
COc1cccc2cc(-c3nnc(Nc4ccc(C)cc4)s3)c(=O)oc12
    2 | 0 | 5
CC1CN(C(=O)NCCc2ccccc2C(F)(F)F)CC(C)(C)O1 (stereo not given)
    -6 | 6 | -13
NC(=O)c1ccnc(-c2ccccc2CN2CCOCC2)c1
    -22 | 3 | -6
CNS(=O)(=O)c1csc(C(=O)NCc2ccc(C)n2C)c1
    / | 0 | 4
Cc1ccc(Nc2nnc(-c3cc4cc(Cl)cc(Cl)c4oc3=O)s2)cc1
    2 | 2 | 3
Cc1ccc2nc(NC(=O)C3c4ccccc4Oc4ccccc43)sc2c1
    -6 | -4 | -3
CCCn1c(=NC(=O)c2ccc(Cl)s2)sc2cc(S(C)(=O)=O)ccc21
    -9 | -2 | -7
CC(C)NC(=S)NNc1nc2c(-c3ccccc3)nnn2c2ccccc12
    -4 | -10 | 3
COc1ccc(OC)c(NC(=O)C2(C)CCN2C(=O)Cc2ccccc2Cl)c1 (stereo not given)
    0 | -3 | 4
O=C(Cc1cc(-c2ccco2)on1)Nc1cccnc1
    -2 | 2 | 1
CCN(Cc1ccncc1)C1CCCN(C(=O)c2cc3cc(F)ccc3[nH]2)C1 (stereo not given)
    / | 12 | -5
O=C(Nc1ccc(NC2CCOCC2)cc1)Nc1cccc(F)c1
    / | 6 | -3
CC1(C(=O)NS(=O)(=O)c2ccc(Br)cc2)CCN1C(=O)C1CCCCC1 (stereo not given)
    / | 3 | -6
CC(C)c1nnc(CN2CCOC(CC3CCCCC3)C2)o1 (stereo not given)
    -16 | 2 | -7
CC(Oc1cccc(Cl)c1)C(=O)NNC(=O)c1ccccn1 (stereo not given)
    -1 | 3 | 1
CC1(C)O[C@@H]2C[C@@](OCc3ccccc3)(C(=O)NCC3CCCO3)CC(OCc3cccc(C(F)(F)F)c3)[C@@H]2O1 (stereo not given in full)
    -5 | 5 | 1
COc1cccc(CCNC(=O)c2cccnc2Nc2cccc(C)c2C)c1
    -3 | -4 | -8
Cc1nccc(N2CCCN(Cc3ccc(F)cc3)C(C(C)C)C2)n1 (stereo not given)
    / | 5 | -12
O=C(/C=C/c1cc(F)ccc1F)NCC1Cc2cc(-c3cccnc3)cc(F)c2O1 (stereo not given)
    -8 | 13 | -8
CC1CCc2c(sc(NC(=O)C(C)(C)C)c2C(=O)Nc2cccc3ccccc23)C1 (stereo not given)
    -6 | 2 | -3
CC(O)CNc1nc2ccccc2n1CC(=O)NCC(F)(F)F (stereo not given)
    / | 4 | -4
CCCCc1ccc(-n2nnc(C(=O)Nc3nccs3)c2C)cc1
    -11 | -3 | -5
O=C(NCCn1ccnc1)c1cn(CC2CCCNC2)nn1 (stereo not given)
    -10 | -7 | -6
CC(CN1CCOCC1)NC(=O)CCN1CCSC1=O (stereo not given)
    / | 3 | -8
COCC(=O)N1CCC2(CC1)NC(=O)c1cc(Br)ccc1N2
    -2 | 5 | -3
CCNC(=O)c1cnn(-c2ccc(F)cc2)c1-c1ccccc1
    -7 | 2 | -9
Cc1cc(Cl)ccc1C(=O)C1CCCN(C(=O)c2ccc3c(c2)OCO3)C1 (stereo not given)
    / | -7 | -2
CCOc1nc(-c2cccc(C(F)(F)F)c2)n(-c2cccc(NS(=O)(=O)c3ccc(Cl)cc3)c2)n1
    -7 | 3 | -6
Cc1cc(C)nc(NN=Cc2c(F)c(F)c(F)c(F)c2F)n1
    / | 1 | -5
COc1cccc(COC(=O)c2ccc(NC(C)=O)cc2)c1OC
    -3 | 5 | 2
CC(=O)Nc1ccc(SCC(=O)NC(C)CCc2ccco2)cc1 (stereo not given)
    / | -2 | -1
Cc1ccc(-c2cc(NCCO)ncn2)c2cccnc12
    / | 12 | -4
CN(CCCc1ccccc1)Cc1nc(C2CC2)no1
    / | -1 | -8
Cc1cccc(N2CCC(NCCN(C)S(C)(=O)=O)CC2)c1C
    / | 9 | -5
CC(=O)Nc1cnc(-c2cccc(O)c2)cn1
    / | 3 | -1
N=c1ccn2c(n1)O[C@@H]1C2O[C@H](CO)[C@H]1O (stereo not given in full)
    / | -14 | -4
Cn1cnnc1SCc1cc2c(cc1Br)OCO2
    / | -1 | -3
COCCN(CC(=O)N1CCc2sccc2C1c1ccccc1C)S(=O)(=O)/C=C/c1ccccc1 (stereo not given)
    -7 | 9 | -7
COc1cc2c(cc1CNC(=O)c1cnn3c1CCCC3)OCCO2
    / | 0 | -2
CCc1ncc(NC(=O)CC(C)c2ccccc2C)cn1 (stereo not given)
    / | -23&0 | -9&-4
COc1ccc(CCN(C)c2cc(C(C)(C)C)nc(SCc3ccc(C(=O)NC4CC4)o3)n2)cc1OC
    -6 | 8 | -15
FC(F)(F)c1cc(-n2c(-c3snnc3-c3ccccc3)n[nH]c2=S)cc(C(F)(F)F)c1
    -3 | 8 | -2
c1cncc(-c2nccn2CCCCN2CCCCCC2)c1
    / | -1 | -7
COc1ccc(C(=O)N2C[C@]3(C)C[C@H]2CC(C)(C)C3)cc1OC1CCN(C(C)C)CC1
    -11&-3 | 14&-5 | -9&-4

Later entries:
The line under a structure holds: mcGAS inh | NPYLR7 agonist | hcGAS lum
N#CCCCS(=O)(=O)Nc1ccccc1OCC1CC1
    -16 | -6 | -8
COc1ccc(OCCSc2nc3ccccc3n2CC(=O)O)cc1
    -6 | 17 | -3
CCN(CC)C(=S)SC(C)c1nc(N)nc(N(C)C)n1 (stereo not given)
    3 | -6 | 3
O=C(CCn1nc(-c2ccc(F)cc2)oc1=O)Nc1ccnn1C1CCCC1
    / | 8 | 1
Cc1nc(Nc2ccc(NC(=O)c3ccccc3F)cc2)cc(-n2cccn2)n1
    -8 | 3 | -2
COc1ccc(-c2ccccc2-n2ccnc2-c2cnc[nH]2)cc1
    / | -4 | -7
O=C(c1cccs1)N1CCSC12C(=O)N(Cc1c(F)cccc1F)c1ccccc12 (stereo not given)
    -8 | 1 | -12
CCOC(=O)C1=C(C)NC(C)=C(C(=O)OC(C)C)C1c1ccc([N+](=O)[O-])cc1 (stereo not given)
    -5 | -14 | -5
Cc1ccc(/C(C#N)=C\c2cc(C)n(C)c2C)cc1
    / | 7 | -14
CC(C)n1c(N2CCCC2)nc2c1c(=O)[nH]c(=O)n2C
    / | 7 | -4
